Scp-1 inhibitor – Scp-1 (human) phosphatase inhibition; Recombinant Scp1, phosphopeptide, malachite green phosphate absorbance; inhibition, % at 20 µM; AID 493091; Q9GZU7; hit rate 0.88% among 340,000;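 active means inhibition above about 50% at 20 µM, limit read from the data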;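 further: plate controls were DMSO wells with enzyme for no effect and wells lacking enzyme for full effect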
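Assay system: SCP-1 catalytic fragment, aa 76-261 | Buffer or medium: Tris acetate buffer pH 5.5 with MgCl2 and Tween-20 | Compound: One concentration, 20 µM, with 1.0% DMSO | Also added: Phospho 17-mer peptide substrate | Signal: Absorbance at 630 nm | Incubation: 45 min enzyme reaction at room temperature | Measure: % inhibition of SCP-1 phosphate liberation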
CSN inh – CSN deneddylation inhibition; Q92905; Purified CSN, SCF-Nedd8-OG deneddylation, fluorescence polarization; inhibition, % at 12.5 µM; hit rate 0.38% among 360,000; AID 651999;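 active means pattern-corrected inhibition above about 35%, with an unprinted fluorescence ratio check between 0.5 and 1.5, limit read from the data, passing the limit was not always enough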;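 further: 0% = enzyme with substrate and 100% = substrate without enzyme; some results filed as inactive read as strong as hits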
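Test system: Human Csn5 produced in HEK293T cells | Compound: 12.5 µM single point | Times: 90 min, room temperature | Signal: Fluorescence polarization readout | Read-out basis: % inhibition of substrate cleavage by Csn5 | Controls: no-enzyme wells high, enzyme-with-substrate wells low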
Rpn11 inh – blocks the human proteasome subunit Rpn11; human 26S proteasome, Ub4-pepOG fluorescence polarization; 20S core pre-blocked with epoxomicin; calls only at 20 µM; hit rate 0.59% among 360,000; AID 588493;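 active means inhibition at 20 µM, scaled to each plate's controls, above about 33%, limit read from the data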
SUMO1 PPI mod – modulators of human SUMO1-mediated protein-protein interactions | SUMO1 binding to a labelled peptide, TR-FRET, 1 h | inhibition, % at 20 µM | hit rate 0.33% among 360,000 | AID 602429; in the data active means inhibition above about 37%
DNMT1 block – inhibitors of human DNMT1; DNMT1 molecular beacon, Hinp1I cleavage, fluorescence; hit rate 0.83% among 360,000; AID 588458; inhibition (reported as % activation of signal), % at 10 µM; in the data active means inhibition above about 50%
Target sequence (P26358 504-1616 limits assumed): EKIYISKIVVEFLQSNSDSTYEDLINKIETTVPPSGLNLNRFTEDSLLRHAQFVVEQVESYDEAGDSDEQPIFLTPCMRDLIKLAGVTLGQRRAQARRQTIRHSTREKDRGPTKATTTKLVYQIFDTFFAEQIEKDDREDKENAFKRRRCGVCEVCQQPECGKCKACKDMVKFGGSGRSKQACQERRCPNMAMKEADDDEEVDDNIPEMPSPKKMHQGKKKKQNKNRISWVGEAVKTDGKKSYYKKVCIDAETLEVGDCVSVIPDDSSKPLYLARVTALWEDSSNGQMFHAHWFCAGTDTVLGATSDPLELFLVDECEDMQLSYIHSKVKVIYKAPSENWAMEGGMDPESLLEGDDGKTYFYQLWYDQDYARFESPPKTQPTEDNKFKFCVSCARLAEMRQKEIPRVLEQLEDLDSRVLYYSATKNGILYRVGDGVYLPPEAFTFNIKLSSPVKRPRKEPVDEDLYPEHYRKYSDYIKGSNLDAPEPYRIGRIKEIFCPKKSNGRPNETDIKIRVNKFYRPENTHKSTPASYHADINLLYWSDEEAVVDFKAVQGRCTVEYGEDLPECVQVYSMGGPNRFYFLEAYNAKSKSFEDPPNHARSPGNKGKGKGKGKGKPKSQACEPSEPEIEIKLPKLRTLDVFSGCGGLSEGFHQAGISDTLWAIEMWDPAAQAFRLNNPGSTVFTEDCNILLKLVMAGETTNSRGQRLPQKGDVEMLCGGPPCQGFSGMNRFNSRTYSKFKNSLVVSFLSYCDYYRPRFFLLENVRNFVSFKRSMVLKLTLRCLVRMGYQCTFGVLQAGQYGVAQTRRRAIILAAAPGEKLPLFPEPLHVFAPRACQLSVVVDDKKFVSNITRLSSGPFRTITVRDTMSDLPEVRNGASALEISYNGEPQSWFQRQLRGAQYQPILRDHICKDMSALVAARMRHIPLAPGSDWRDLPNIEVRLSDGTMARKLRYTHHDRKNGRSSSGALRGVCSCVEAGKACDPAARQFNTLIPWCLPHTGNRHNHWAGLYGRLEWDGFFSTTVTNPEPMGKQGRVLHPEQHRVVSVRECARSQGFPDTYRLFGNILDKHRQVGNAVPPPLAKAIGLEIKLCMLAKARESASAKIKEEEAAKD
LMPTP block – blocks human LMPTP phosphatase; P24666; recombinant LMPTP-A, OMFP fluorogenic substrate, fluorescence intensity; inhibition, % at 20 µM; hit rate 0.22% among 360,000; AID 651560;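 active means compounds that cut the enzyme signal by at least half of the control window in the single-dose screen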;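 further: plate controls were DMSO wells with enzyme plus substrate for no effect and substrate without enzyme for full effect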
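Test system: LMPTP-A phosphatase enzyme. Amount: LMPTP-A at 0.625 nM final in the reaction. Reagent: OMFP substrate, 400 µM final. Times: 50 min at room temperature. Signal: endpoint fluorescence intensity from OMFP dephosphorylation. Read-out basis: % inhibition. Benchmarks: no-enzyme and uninhibited controls.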
NadD inh – inhibitors of Staphylococcus aureus NadD; hit rate 0.78% among 360,000; inhibition, % at 20 µM; AID 602399; purified NadD enzyme, colorimetric absorbance read-out; in the data active means inhibition above about 26%; further: some compounds past the cut are filed as inactive
MsrA inh – bovine MsrA inhibition; purified bovine MsrA, absorbance read-out; inhibition, % at 15.5 µM; hit rate 0.75% among 360,000; AID 651718; in the data active means inhibition above about 4.5%;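 further: 0% = vehicle wells with enzyme and 100% = reference inhibitor wells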
TbMetRS inhib – Trypanosoma brucei MetRS inhibition; purified T. brucei MetRS, ATP depletion, Kinase-Glo luminescence; inhibition, % at 11.9 µM; hit rate 0.4% among 360,000;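 active means inhibition above a per-plate cutoff of the control wells' mean inhibition plus 3 SD, cut at about 5.5% in these data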;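 further: 0% = DMSO wells median and 100% = median of wells with control inhibitor compound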
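technique = Kinase-Glo luminescence, ATP depletion format | system = purified MetRS (methionyl-tRNA synthetase) enzyme from Trypanosoma brucei | timing = 15 min preincubation, 2 h reaction, all 25 °C | evaluation = percent inhibition versus plate control medians | dosing = single dose, 11.9 µM final nominal, 0.9% final DMSO | also added = substrates ATP, L-methionine and bulk Escherichia coli tRNA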
STEP block – inhibitors of human striatal-enriched phosphatase STEP; P54829; hit rate 0.25% among 360,000; recombinant STEP, OMFP fluorogenic substrate, fluorescence; inhibition, % at 20 µM;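 active means inhibition at 20 µM, scaled per plate between control wells, above about 37%, limit read from the data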;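 further: 0% = DMSO with enzyme and substrate and 100% = substrate only without enzyme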
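System: STEP phosphatase, cell-free reaction; Buffer or medium: Bis-Tris pH 6.0 buffer with DTT, detergent; Incubation: 20 min at room temperature, dark; Measured by: fluorescence, 480/540 nm.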
Starred values were filed as active, the others as inactive; i = inactive; nt = no result given.

SMILES,Rpn11 inh,NadD inh,DNMT1 block,SUMO1 PPI mod,STEP block,LMPTP block,MsrA inh,Scp-1 inhibitor,CSN inh,TbMetRS inhib
CC1=C(C(=O)O)N2C(=O)C(NC(=O)c3nn(C)cc3Cl)C2SC1 (stereo not drawn),i,4,6,1,-1,-1.3,-0.7,-12,1,-0.9
CCc1cc(=O)oc2c(CN3CCCC3)c(O)c(Cl)cc12,i,-3,1,2,0,-1.3,2.4,-10,-1,-0.5
CCOC(=O)CSc1nnc(CNc2ccc(Cl)cc2)n1Cc1ccccc1,i,6,-3,-5,2,-0.9,-0.5,12,-5,-0.5
O=C(N/C(=C\c1ccc(Br)cc1)C(=O)N1CCCC1)c1cccs1,i,2,0,-7,0,1.3,2.6,-1,-4,0.1
O=C(CCSc1ccccc1)N1CCCC1,i,-2,2,-15,2,0.2,-0.6,24,1,-1.4
CCN(CC)CCCN(Cc1cc2cc3c(cc2[nH]c1=O)OCCO3)C(=O)Nc1ccccc1,i,-2,-3,-4,1,-1.1,1.8,-3,-1,-0.6
O=C(c1ccc2c(c1)OCO2)C1CCCN(Cc2cc(F)ccc2-n2cccn2)C1 (stereo not drawn),i,-4,0,-7,-3,0.0,1.4,-8,-5,0.3
COc1cccc(CNC(=O)CCC2CCCN(C(=O)c3cccc(Cl)c3)C2)c1 (stereo not drawn),i,-3,-3,-1,-5,-0.9,0.2,0,-1,-0.6
CC1(C)c2[nH]c3ccccc3c2C[C@H]2C(=O)N(Cc3ccccc3F)C(=O)N21,i,-3,7,1,0,-1.2,-0.2,-2,-6,0.4
CCc1ccc(CN(C)C(=O)c2cc(=O)c3ccccc3o2)cc1,i,-1,-1,2,0,0.2,-0.8,-3,-5,-0.2
O=C(CN1C(=O)C2CC=CCC2C1=O)Nc1nc2ccc(F)cc2s1 (stereo not drawn),i,-1,-6,4,1,1.2,-0.3,-3,0,-1.2
COc1c(/C=N/NC(=O)[C@H]2C[C@@H]2c2ccccc2)c(CCN(C)C(C)=O)cc2c1OCO2,i,-4,-2,0,-2,-1.6,0.6,-11,1,-0.3
Cc1ccc(C2c3[nH]c4ccccc4c3C[C@H]3C(=O)N(c4ccccc4C(=O)NCCN4CCOCC4)C(=O)N23)cc1 (stereo partly drawn),i,2,-5,5,-2,-1.6,-0.2,7,0,0.6
O=C1CCC(=O)N1OCCCOc1ccc(Br)cc1Cl,i,0,-2,0,-8,1.3,-1.0,-3,4,7.0*
Cc1cc(Br)ccc1NC(=O)CN(C)C(=O)C1CSC2(C)CCC(=O)N12 (stereo not drawn),i,0,2,1,-2,-1.5,-0.3,-7,6,-0.3
CCOc1ccccc1NC(=S)NNS(=O)(=O)c1c(C)cc(C)cc1C,i,-4,-3,5,2,-0.2,0.3,-8,-7,0.3
CCC1(c2ccccc2)NC(=S)N(c2ccc(C)c(C)c2)N1 (stereo not drawn),i,-2,-1,3,3,-1.4,0.8,-2,-11,-0.3
COc1ccc(OC)c(N(CC(=O)Nc2cccc(C(F)(F)F)c2)S(C)(=O)=O)c1,i,-6,-2,-2,1,-0.3,2.4,-7,6,0.0
O=C(NCCc1ccccc1)c1cnc2n(c1=O)CCS2,i,-9,-1,-1,-1,-1.1,-0.4,-2,-3,-0.3
CCCCOC(=O)c1ccc(NC(=O)C2CCCO2)cc1 (stereo not drawn),i,1,2,-1,1,0.6,0.8,-4,-1,-3.0
O=C(NNC(=O)c1ccc(F)cc1)C(=O)N1CCCCC1,i,-3,7,7,0,-1.0,0.0,0,-1,-0.4
CC(=O)Nc1ccc(NC(=O)N2CCCCC2)cc1,i,-1,1,-2,2,-2.0,0.5,4,3,-1.1
CCOc1ccc(CNC(=O)CCCn2nc(CC)n3c(cc4occc43)c2=O)cc1,i,-3,-4,3,0,27,-0.6,-5,5,0.3
COc1cc(N2C(=O)CSC2=S)cc(OC)c1OC,i,0,0,-3,0,-1.0,-0.9,-7,6,-1.4
Cc1occc1C(=O)N/N=C/c1cnn(C)c1C,i,-1,0,-1,4,-1.1,0.6,-5,-1,-0.9
CCOC(=O)N1CCN(c2c(N3CCN(C(=O)OCC)CC3)c(=O)c2=O)CC1,i,0,3,-1,1,-1.4,0.2,14,3,-0.3
CCCCc1ccc(NC(=S)NCCO)cc1,i,6,-3,-3,2,-2.5,-1.5,-5,5,-0.7
CCCc1cc(=O)[nH]c(SCC(=O)c2cc(C)n(-c3cc(C)on3)c2C)n1,i,-8,-2,2,-3,-0.8,0.0,-7,-3,0.6
CC(C)C1OC(CCc2ccccc2)Cc2[nH][nH]c(=O)c21 (stereo not drawn),nt,3,nt,-5,nt,-1.1,-0.8,nt,-5,-0.4
CC(=O)C1=C(O)C(=O)N(c2cc(C(C)(C)C)on2)C1c1ccc(Br)cc1 (stereo not drawn),i,18,4,-8,0,-1.0,4.9*,3,-4,-0.7
CCC(=O)c1ccc(OC(=O)c2cnccn2)cc1,i,-6,1,-3,0,-1.0,0.5,4,6,0.0
CC(=O)OCCNC(=O)c1cccnc1,i,-1,2,3,-2,-1.4,0.0,3,1,-1.1
CCOc1ccc(NC(=S)Nc2ccc(OCc3ccccc3)cc2)cc1,i,7,37,-2,4,-1.0,0.5,-4,-6,-0.6
CC1(C)N=C(N)NC(Nc2cccc(Br)c2)=N1,i,2,0,0,2,1.3,-1.5,0,-5,4.4
N#Cc1ccc(NC(=O)c2cc(=O)c3ccccc3o2)cc1,i,5,5,-5,3,-0.7,0.2,-3,3,-0.1
COc1cc(/C=C/CNC[C@H]2O[C@@H](n3cc(C)c(=O)[nH]c3=O)C[C@@H]2O)ccc1O,i,4,4,2,0,0.4,-0.4,nt,-3,-1.1
CCOc1ccccc1N(CC(=O)Nc1ccc(S(=O)(=O)N2CCOCC2)cc1)S(=O)(=O)c1ccccc1,i,-6,-4,-1,1,1.9,nt,-10,0,-1.1
Cc1cc(C(=O)N2CCN(c3ccc(F)cc3)CC2)on1,i,-5,1,2,-6,-1.9,-0.4,-5,-7,-0.6
Cc1ccccc1C(=O)N1CCC(C(=O)OCc2ccccn2)CC1,i,-3,4,4,-1,-3.3,0.6,0,3,-0.4
C=CC(=O)Nc1cccc(Oc2ncnc3[nH]cc(-c4cnc5ccccc5c4)c23)c1,i,9,-11,-11,-1,1.1,-0.6,-5,1,8.6*
N/C(=N\OC(=O)c1ccc2c(c1)OCO2)c1ccc(Br)cc1,i,2,8,2,-1,1.5,-1.4,-4,7,0.8
CC(C)NC(=O)c1cc(C2CCCCN2S(=O)(=O)c2cccc3cccnc23)on1 (stereo not drawn),i,0,7,4,3,-0.7,-0.1,nt,-1,0.2
Cc1ccc(CNS(=O)(=O)c2ccc3c(c2)NC(=O)CO3)cc1,i,-3,-3,-2,-4,-1.0,0.9,0,1,-0.5
CC1(C)N=C(N)N=C(N)N1c1ccc(OCC(=O)N2CCOCC2)c(Cl)c1,i,-6,1,1,0,-0.3,0.8,nt,-3,0.3
CCCC(=O)N1CCCC1(C)C(=O)Nc1ccc2nc(C)ccc2c1 (stereo not drawn),i,0,-3,-2,-2,-1.9,-0.4,nt,3,-0.2

Compound profiles, from the list above. Screens in order: Rpn11 inh	NadD inh	DNMT1 block	SUMO1 PPI mod	STEP block	LMPTP block	MsrA inh	Scp-1 inhibitor	CSN inh	TbMetRS inhib
Shown for `COc1cccc(CNC(=O)CCC2CCCN(C(=O)c3cccc(Cl)c3)C2)c1` (stereo not drawn) → i	-3	-3	-1	-5	-0.9	0.2	0	-1	-0.6
Shown for `O=C(CCSc1ccccc1)N1CCCC1` → i	-2	2	-15	2	0.2	-0.6	24	1	-1.4
Shown for `O=C(NNC(=O)c1ccc(F)cc1)C(=O)N1CCCCC1` → i	-3	7	7	0	-1.0	0.0	0	-1	-0.4

Going on with the list:
SMILES,Rpn11 inh,NadD inh,DNMT1 block,SUMO1 PPI mod,STEP block,LMPTP block,MsrA inh,Scp-1 inhibitor,CSN inh,TbMetRS inhib
CC1CC(C)CN(S(=O)(=O)c2ccc3c(c2)C(C)(C)C(=O)N3C)C1 (stereo not drawn),i,1,1,1,-1,0.6,-0.6,-1,0,0.3
Cc1ccc2cc(CN(CC3CCCO3)C(=S)Nc3ccccc3)c(=O)[nH]c2c1C (stereo not drawn),i,11,-8,-1,1,-0.1,0.2,-1,5,0.5
Cc1ccc(C)c(Nc2ccc(C(=O)NCCc3ccccc3)cn2)c1,i,-1,-2,-2,0,-0.5,-0.4,-15,1,0.2
O=c1[nH]c2ccc(S(=O)(=O)Nc3ccc(Br)cc3)cc2[nH]1,i,-3,0,1,0,-0.3,1.2,-11,3,0.9
O=c1c(/C=N/OCc2ccc(Cl)cc2Cl)c[nH]n1-c1cccc(Cl)n1,i,4,-1,5,0,-0.9,-0.2,-8,-7,1.4
C[C@H](c1ccccc1)N1C[C@H](COCc2ccccc2)Oc2cc(N3CCC[C@@H]3CO)ccc2S1(=O)=O,nt,-6,nt,-3,nt,4.1,0.3,nt,7,-0.4
Cc1cc(C(=O)NCCCN2CCCC2=O)no1,i,1,-1,4,-6,-3.0,2.0,-4,2,-0.7

Molecules listed so far that have an aryl thioether with sulfur outside any ring, in the order listed:
SMILES,Rpn11 inh,NadD inh,DNMT1 block,SUMO1 PPI mod,STEP block,LMPTP block,MsrA inh,Scp-1 inhibitor,CSN inh,TbMetRS inhib
CCOC(=O)CSc1nnc(CNc2ccc(Cl)cc2)n1Cc1ccccc1,i,6,-3,-5,2,-0.9,-0.5,12,-5,-0.5
O=C(CCSc1ccccc1)N1CCCC1,i,-2,2,-15,2,0.2,-0.6,24,1,-1.4
CCCc1cc(=O)[nH]c(SCC(=O)c2cc(C)n(-c3cc(C)on3)c2C)n1,i,-8,-2,2,-3,-0.8,0.0,-7,-3,0.6
